# Screening results (PubChem)
# ATXN2 expr inh: ATXN2 expression inhibition | Potency, µM (series often up to 57 µM), for the others: at the top dose activity change, negative = inhibition, hits mostly inhibitors | actives 0.72% (n = 360,000) | HEK-293 ATXN2-luciferase reporter, luminescence, 24 h; further: potency means the concentration at half of the fitted maximal effect; on the % scale 0 is the no-effect control and ±100 the full control effect; nearly all actives have a fitted effect of over 55% in size
#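 qHTS (up to 57 uM final) was run with 24 h compound exposure of reporter cells at 37 °C. Each well was multiplexed: SteadyGlo luminescence measured ATXN2-luciferase expression after a fluorogenic Gly-Phe-AFC viability readout (25 uM final).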
# S2 tox: reduces viability in counter-screen for ATXN expression inhibitors; Potency, µM (series often up to 56.7 µM), actives largely listed as cytotoxic; actives 0.49% (n = 400,000); S2 cells (HEK-293 line with an ATXN2-luciferase reporter) viability, CellTiter-Fluor protease fluorescence, 24 h; further: potency means the concentration at half of the fitted maximal effect; nearly all actives have a fitted effect of over 40% in size
# A549 tox: counter-screen for Nrf2 inhibitors: cytotoxicity in A549 cells. Potency, µM (top dose mostly 46 µM), for inactives: at the top dose activity change, negative = cytotoxicity, most hits filed as inhibitors. actives 0.16% (n = 390,000). A549 ARE-Fluc cells, CellTiter-Fluor viability, 18-24 h; further: potency means the concentration at half of the fitted maximal effect; on the % scale 0 is the no-effect control and ±100 the full control effect
#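 Cytotoxicity counterscreen: CellTiter-Fluor fluorescence was measured in A549 ARE_Fluc cells after 18-24 h of compound exposure in a concentration series. The subsequent BugLite luminescent read reports ARE-luciferase activity.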
# MCF10A rerep: induces DNA re-replication in MCF 10a normal breast cells; MCF 10A DNA re-replication, Hoechst nuclear intensity, 48 h; Potency, µM (series often up to 46.1 µM), inactives show at the highest dose activity, positive = re-replication, hits mostly activators; actives 2.9% (n = 350,000); AID 624296; further: potency means the concentration at half of the fitted maximal effect; % of control where 0% means no effect; nearly all actives have a fitted effect of over 50% in size
# TGFb inhibitor: TGF-b pathway inhibition; HepG2 CAGA-GFP TGF-b/SMAD3 reporter, GFP fluorescence, 18 h; TGF-beta stimulated, 500 pg/mL final; Potency, µM (series often up to 46.1 µM), for inactives: at the top dose activity, negative = inhibition, hits mostly inhibitors; actives 1.2% (n = 410,000); further: potency means the concentration at half of the fitted maximal effect; on the % scale 0 is the no-effect control and ±100 the full control effect; nearly all actives have a fitted effect of over 65% in size
#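 Per well, imaged GFP fluorescence of HEPG2 CAGA-GFP cells gives the signal; cells get compound, then TGF-beta (500 pg/mL final), 18 h at 37 degrees C; %Activity versus -TGF-beta and +DMSO controls.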
# Nrf2 block: blocks Nrf2 signaling; actives 2.1% (n = 360,000); A549 ARE-Fluc reporter, luciferase luminescence, 18-24 h; AID 504444; Potency, µM (titrated, usually from 46 µM), for the others: at the highest dose activity change, negative = inhibition, hits mostly inhibitors; further: potency means the concentration at half of the fitted maximal effect; on the % scale 0 is the no-effect control and ±100 the full control effect; nearly all actives have a fitted effect of over 60% in size
#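 Quantitative HTS in A549 cells stably bearing an antioxidant response element-firefly luciferase construct. Inhibition of Nrf2-driven transcription was scored by luminescence after 18-24 h of compound exposure at 37 °C.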
# IL-1B inflam inh: blocks inflammasome-driven IL-1 beta release | THP-1 LPS/ATP IL-1B secretion, AlphaLISA, 16 h; stronger effect = lower value | activity change, % at 57.5 µM | actives 4.7% (n = 360,000); in the data active means activity change below about -50%; inconclusive means mostly about -30% to -49%; further: on the % scale 0 is the no-effect control and ±100 the full control effect
#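 Secreted IL-1B measured by AlphaLISA bead assay after 16 h compound exposure of THP-1 cells; compounds (final up to 57.5 uM) added 1 h before LPS (250 ng/mL) and ATP (1.25 mM) stimulation; lower signal means less secretion.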
# Nrf2 ARE act: activators of Nrf2 (ARE) signaling; actives 0.31% (n = 410,000); Potency, µM (top dose mostly 46.1 µM), without a hit: top-dose activation, usual class: activators; AID 624171; AREc32 ARE-luciferase reporter (MCF7-derived line), luminescence, 24 h; further: potency means the concentration at half of the fitted maximal effect; % of control where 0% means no effect; nearly all actives have a fitted effect of over 65% in size
#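 Steps: seed AREc32_Fluc cells (1000/well, 5% FBS OPTI-MEM); incubate overnight at 37 deg C; add 23 nL compound; incubate 24 hr; add Steady-Glo; hold 30 min RT; read luminescence.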
# HepG2 tox: kills HepG2 cells in TGF-b inhibitor counter-screen; HepG2 CAGA-GFP viability, ATP luminescence, 18 h; Potency, µM (highest dose often 46.1 µM), for inactives: at the highest dose activity change, negative = cytotoxicity, hits mostly cytotoxic; actives 0.76% (n = 410,000); further: potency means the concentration at half of the fitted maximal effect; some results filed as inactive show a strong effect at the top dose
#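 HepG2 CAGA-GFP cells (1000/well, DMEM with 1% FBS) received compound, then TGF-beta at 500 pg/mL final, and were incubated 18 hours at 37 degrees C. Viability was read by CellTiter-Glo luminescence. Media-only wells were set as complete cell-killing and DMSO as no toxicity.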
# * = called active by the depositor; i = inactive; ? = inconclusive; nt = not tested or not shown; & = joins results of further samples; [ ] = remark or other dose. Unless noted, the call rests on the fitted dose curve; in most records, active means well fitted curve in the direction sought with a large enough effect; inconclusive means small, poorly fitted or top-dose-only effect, or another doubt; inactive means no such curve, though single readings can be large; an effect the other way counts as inactive or inconclusive.
SMILES,ATXN2 expr inh,S2 tox,A549 tox,MCF10A rerep,TGFb inhibitor,Nrf2 block,IL-1B inflam inh,Nrf2 ARE act,HepG2 tox
Cc1ccc2c(c1)c1c3n2CCCN(Cc2ccccc2)C3CCC1 (stereo not given),?,i,11%,-7%,-10%,nt,-7,1.6%,-21%
C#CCOCCOCCOCCNc1nc(N2CCN(C(=O)[C@H](CCC(=O)O)n3cc(C(N)CC(C)C)nn3)CC2)nc(N2CCN(C(=O)[C@H](Cc3ccc(O)cc3)n3cc(C(N)CC(C)C)nn3)CC2)n1 (stereo not given in full),-1%,i,9%,-3%,-32%,1%,0,-0.7%,-7%
COc1ccc(C)cc1NC(=O)N(Cc1ccc(C)o1)C1CCN(C(C)=O)CC1,-1%,i,6%,nt,2%,0%,nt,2.1%,-30%
O=C(O)c1ccc(NS(=O)(=O)c2cccc(C(=O)Nc3ccc(Br)cc3)c2)cc1,4%,i,0%,4%,-9%,14%,0,0.0%,-7%
COc1ccc(NC(=O)c2nc(SC)ncc2Cl)cc1,-6%,i,0%,7%,4%,?,2,7.1%,-18%
Cc1ccc(CSCc2nc3ccccc3[nH]2)cc1,-8%,i,14%,16µM*,-16%,0%,-98*,9.9%,-4%
Cc1ccc(Cn2c(=O)c3cccnc3n(Cc3ccc(F)cc3)c2=O)cc1,-8%,i,9%,nt,-4%,12%,nt,0.6%,2%
Cc1ccsc1C(=O)N1CCC(N2CCC(C(=O)NCC3CCCO3)CC2)CC1 (stereo not given),11%[11.3 µM],i,-1%,3%,-4%,4%,2,-0.5%,-1%
O=C1CC(=O)OC(c2ccc([N+](=O)[O-])cc2)O1,nt,?,nt,nt,?,nt,-55*,-4.7%,-57%
CN(C)C(CNC(=O)/C=C/c1cccc(Cl)c1)c1ccccc1 (stereo not given),-5%,?,4%,6%,-12%,6%,-11,0.7%,-2%
Cc1noc(C)c1C(=O)N1CCCc2ccccc21,-12%,i,0%,-3%,10%,nt,19,-0.9%,2%
Cc1cnc(N=Nc2ccccc2)[nH]1,115%[activator],i,-20%,?,0%,5%,-27,?,-20%
O=C(NCCN1CCOCC1)C(=O)NCC1CCCO1 (stereo not given),5%,i,-5%,10%,0%,22%,14,0.2%,4%
Nc1nc(SCC(=O)Nc2ccccc2C(F)(F)F)[nH]c(=O)c1-c1ccccc1,-13%,i,-2%,-4%,3%,-2%,-8,4.9%,2%
Cc1ccc(NC(=O)CCNS(=O)(=O)c2ccc3[nH]c(=O)oc3c2)cc1,12%,i,2%,-1%,14%,0%,0,0.1%,1%
COc1cccc(-n2c(-c3cccc(S(=O)(=O)N(C)C)c3)n[nH]c2=S)c1,6%,i,-1%,-1%,?,5%,22,-0.2%,14%
COc1ccc(CCNC(=O)[C@@H](NC(=O)c2ccccc2F)C(C)C)cc1OC,-7%,i,-3%,1%,-8%,-7%,35,0.1%,-32%
CC1(C)CCCC2=C1CC1C(=O)N(c3ccccc3)C(=O)C1C2 (stereo not given),-3%,i,-10%,?,8%,-15%,-16,-0.7%,0%
Cc1ccccc1COC[C@H](CC(C)C)N1CCN(C(=O)c2cccc(C(F)(F)F)c2)CCC1=O,-22%,?,-10%,-4%,2%,3%,-16,0.2%,-2%
CN(CC(=O)C(C(N)=O)c1ccccc1)c1ccccc1 (stereo not given),nt,i,nt,nt,4%,nt,26,0.5%,-15%
C=CCN1C(=O)C2(OCCO2)c2cc(C)ccc21,-7%,i,2%,-2%,0%,9%,9,0.5%,-3%
Cc1nc(N/N=C/c2ccc(O)cc2O)cc(N2CCOCC2)n1,?,i,2%,?,38%[activator],21µM*,-99*,0.1%,-39%
COC(=O)[C@@]1(C)[C@H]2C(=O)N(C)C(=O)[C@H]2[C@H]2CN=C(SCc3ccc(Cl)cc3)N21,1%,i,2%,2%,3%,0%,-3,0.7%,-14%
O=C(Cn1ccn(-c2ccc(F)cc2)c(=O)c1=O)Nc1ccc(F)cc1,nt,nt,-6%,nt,2%,-1%,nt,-1.1%,5%
CS(=O)(=O)Nc1cccc(C2=NN(C(=O)c3ccc(F)cc3)C(c3cccs3)C2)c1 (stereo not given),nt,?,20%,?,?,24%,-10,18%,-9%

# Entries above marked active in Nrf2 block.
smiles	TGFb inhibitor	Nrf2 block	IL-1B inflam inh
Cc1nc(N/N=C/c2ccc(O)cc2O)cc(N2CCOCC2)n1	38%[activator]	21µM*	-99*

# Later entries.
SMILES,ATXN2 expr inh,S2 tox,A549 tox,MCF10A rerep,TGFb inhibitor,Nrf2 block,IL-1B inflam inh,Nrf2 ARE act,HepG2 tox
COc1ccc(N2CCN(CCNC(=O)C3CCN(S(=O)(=O)c4cccs4)CC3)CC2)cc1,-11%,i,14%,17%,-24%,?,9,-0.2%,-10%
COc1c(Cl)cc(C(=O)NN)cc1Cl,-21%,i,-18%,?,?,3%,86,2.9%,26%
Cc1cccc(N2CCN(C(=O)NCc3ccc(Cl)cc3)CC2)c1,-28%,i,-23%,?,18%,-26%,-6,-0.6%,-13%
COc1cc(C(=O)NCCc2ccc(F)cc2)ccc1OCC(=O)N1CCOCC1,11%,i,2%,?,-5%,9%,15,5.0%,-12%
COc1ccc(C2=Nn3c(nnc3-c3ccco3)SC2)cc1OC,4%,i,2%,53%[0.0737 µM],28%,-22%,-16,5.8%,-4%
N#Cc1cccc2cccc(S(=O)(=O)N3CCOCC3)c12,1%,i,2%,-1%,6%,14%,13,3.8%,3%
COc1ccc(C(O)c2nccn2C)cc1 (stereo not given),2%,i,4%,-4%,-1%,?,0,1.7%,-9%
COc1ccccc1CNC(=O)CCCc1nnc2n(CC(C)C)c(=O)c3sccc3n12,nt,nt,-1%,nt,?,5%,nt,0.9%,-18%
O=C(NC(=S)N1CCN(c2c(Cl)cccc2[N+](=O)[O-])CC1)c1cccs1,-28%,i,-18%,?,?,-22%,4,28%,-13%
c1ccc(CNc2ccc(CNc3ncn[nH]3)cc2)cc1,24%,i,-4%,0%,?,3%,26,-0.6%,3%
C[C@H]1CN([C@@H](C)CO)C(=O)c2cc(Br)cnc2O[C@@H]1CN(C)C(=O)c1ccncc1,3%,i,nt,nt,-1%,nt,25,-1.4%,-2%
CCOC(=O)c1cc2cc(-c3c(C(=O)OCC)oc4cc(O)cc(O)c4c3=O)ccc2o1,?,?,-14%,?,?,nt,-12,4.2%,-61%
O=C(CNc1cc(S(=O)(=O)N2CCOCC2)ccc1N1CCCC1)NCc1ccco1,8%,i,2%,4%,18%,0%,9,-0.6%,4%
COc1ccc(C)c2sc(NC(=O)c3ccc(S(=O)(=O)N(C)C)cc3)nc12,10%,i,-1%,nt,-1%,nt,nt,-1.0%,-21%
Cc1nnc(NC(=O)CSc2nccn2-c2cccc(Cl)c2)s1,nt,nt,2%,nt,-17%,nt,nt,0.6%,-18%
O=C(CNC(=O)c1ccco1)OCc1c(F)cccc1Cl,1%,i,12%,?,-12%,6%,-8,0.6%,-2%
COCCCNC(=S)N1CCC(NC(=O)c2ccco2)CC1,21%,i,-3%,1%,19%,0%,27,0.2%,14%
Cc1ccc(S(=O)(=O)NCC(=O)OCC(=O)NCCc2ccccc2)cc1,1%,?,-3%,2%,5%,2%,13,-0.5%,-7%
CC1CN(C(=S)NC(=O)c2cccc([N+](=O)[O-])c2)CC(C)O1 (stereo not given),-4%,i,-1%,2%,8%,nt,28,-0.7%,18%
CCc1ccc(OCC(=O)Nc2ccc(S(=O)(=O)Nc3cc(C)on3)cc2)c(Br)c1,6%,i,0%,-44%[inhibitor],-1%,-11%,2,0.7%,-5%
c1ccc(-c2nnc(-c3ccncc3)o2)cc1,32%,i,23%,?,-16%,?,-1,4.0%,-6%
CNC(=O)c1c(NC(=O)c2ccco2)sc2c1CCCC2,22%,i,-1%,7%,-3%,9%,-81*,20%,1%
CC(C)(C)NC(=O)c1ccc2c(c1)N(CC(=O)N1CCN(c3ccc(F)cc3)CC1)C(=O)C(C)(C)O2,3%,i,0%,4%,5%,2%,-12,-0.5%,-2%
CCCCc1nc2ccccc2c(C(=O)O)c1C,9%,i,-1%,7%,4%,2%,30,-0.2%,12%
Cn1cc(CN2CCC(n3nccc3NC(=O)CCOc3ccccc3)CC2)cn1,4%,i,4%,-4%,-10%,14%,-4,-0.3%,-1%
CCc1cccc2c3c([nH]c12)C(CC)(CC(=O)O)OCC3 (stereo not given),5%&-21%&12%,i,-16%,10%&-26%,4%,10µM*,-4,-1.2%,0%
COc1ccc(C(=O)NN2C(=O)C3C(c4ccccc4)C=CC(c4ccccc4)C3C2=O)cc1 (stereo not given),0%,i,-2%,8%,?,14%,-14,0.4%,1%
COc1ccc(NC(=O)c2nc3ccccc3s2)cc1,?,i,6%,0%,2%,405%,-25,11%,-7%
Cc1ccc2nc(NC(=O)c3cccs3)sc2c1,-52%,?,-9%,-1%,-5%,?,5,-0.6%,-51%
O=C(Nc1ccc(OCC(=O)N2CCOCC2)cc1)Nc1cccc(Cl)c1,13%,i,-12%,5%,8%,2%,-5,-0.4%,-26%

# Arranged by length of the SMILES (lowest first): some entries from above
SMILES,ATXN2 expr inh,S2 tox,A549 tox,MCF10A rerep,TGFb inhibitor,Nrf2 block,IL-1B inflam inh,Nrf2 ARE act,HepG2 tox
CCc1cccc2c3c([nH]c12)C(CC)(CC(=O)O)OCC3 (stereo not given),5%&-21%&12%,i,-16%,10%&-26%,4%,10µM*,-4,-1.2%,0%
O=C(Nc1ccc(OCC(=O)N2CCOCC2)cc1)Nc1cccc(Cl)c1,13%,i,-12%,5%,8%,2%,-5,-0.4%,-26%
CC1CN(C(=S)NC(=O)c2cccc([N+](=O)[O-])c2)CC(C)O1 (stereo not given),-4%,i,-1%,2%,8%,nt,28,-0.7%,18%
